Bioassay records: PubChem BioAssay, National Center for Advancing Translational Sciences (NCATS)
Integrin act MD – activates integrin-mediated alleviation for muscular dystrophy; alpha7betagal myoblasts, beta-gal FDG fluorescence, 48 h; Potency, µM (doses to about 38.3 µM), inactives show at the top dose activation, hits mostly activators; actives 0.064% (n = 350,000);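 also: potency is read from the fitted curve at half-maximal effect; 100% = response of the positive control SU9516; nearly all actives have a fitted effect of over 60% in size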
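alpha7betagal+/- myoblasts (passage 13, 250/well) treated 48 h at 37C with compounds at 1:260 dilution of DMSO stock. Lysed, then beta-galactosidase activity read as FDG fluorescence (ex 480/em 540) after 30 min, with pre-read for autofluorescence.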
AT treatment – potential ataxia-telangiectasia treatments restoring KAP-1 phosphorylation; actives 0.19% (n = 320,000); […] A-T fibroblasts, KAP-1 phosphorylation AlphaLISA; neocarzinostatin DNA damage 30 min before lysis; AID 485349; Potency, µM (titrated, usually from 57.5 µM), for inactives: at the top dose activation, usual class: activators; also: potency is read from the fitted curve at half-maximal effect; % of control where 0% means no effect; nearly all actives have a fitted effect of over 45% in size
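hTERT-immortalized A-T patient fibroblasts ([…]), 500 cells/well in OPTI-MEM, 1% FBS, got compounds for 60 min, then NCS for 30 min at 37C. Lysates were then assayed for phospho-KAP-1 by AlphaLISA (anti-pKAP1 donor, anti-KAP1 acceptor beads), 6 hr at 25C.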
CXXC DNA block – blocks binding of human MLL CXXC domain to DNA | Q03164 | MLL-CXXC / FITC-HOXA9 DNA fluorescence polarization | Potency, µM (titrated, usually from 115 µM), without a hit: top-dose activity change, negative = inhibition, hits mostly inhibitors | actives 0.037% (n = 290,000) | AID 2662; active = well fitted inhibition curve with a large enough effect in the polarisation, with a control signal flat, not every such curve was filed as active; inconclusive = small, poorly fitted or top-dose-only effect, or effect the other way, or a change in a side signal; inactive = no such curve, though single readings can be large or run the other way; the % refers to the polarisation; also: potency is read from the fitted curve at half-maximal effect
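Purified MLL-CXXC (added from a 7 uM solution) was preincubated 5 min at ambient with pinned compounds in 50 mM Tris-HCl pH 7.5, 50 mM NaCl, 1 mM DTT, 0.05% BSA. Fluorescein-labeled HOX-A9 DNA (50 nM solution) followed, 30 min, then polarization read.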
KCNH2 3.1 inh – inhibitors of human KCNH2 3.1 potassium channel isoform. AID 720553. activity change, % (tested at about 1.8 µM). actives 0.95% (n = 340,000). U2OS KCNH2 3.1, thallium flux FluxOr; stronger effect = lower value;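 active = maximum activity change below -70%; inconclusive = maximum activity change from -70% to -50%; inactive = maximum activity change above -50%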;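 also: thallium influx rate constant from kinetic fluorescence after stimulation buffer; % is scaled to controls: 0 for no effect and ±100 for the full control effect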
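Kinetic fluorescence (2 min after stimulation buffer) measures Tl+ influx through KCNH2 3.1 expressed by viral transduction in U2OS cells; the rate constant is normalized against DMSO controls serving as positive and negative references.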
GALK inhibitor – galactokinase (human) inhibition. AID 1868. Purified GALK, Kinase-Glo residual ATP luminescence. Potency, µM (series often up to 57.5 µM), inactives show at the top dose activity change, negative = inhibition, hits mostly inhibitors. P51570. actives 0.007% (n = 270,000); also: potency is read from the fitted curve at half-maximal effect; % is scaled to controls: 0 for no effect and ±100 for the full control effect
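Galactose (100 uM) and ATP (35 uM) were turned over by 5 nM GALK for 1 h at RT. Kinase-Glo Plus then converted the remaining ATP into a luminescent signal.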
ASM inhibitor – human S-ASM enzyme inhibition. placental ASM, HMU-PC fluorogenic substrate, 60 min. Potency, µM (doses to about 57.5 µM), for inactives: at the highest dose activity change, negative = inhibition, most hits filed as inhibitors. actives 0.006% (n = 340,000); also: potency is read from the fitted curve at half-maximal effect
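HMU-PC0 cleavage (9 uM final) by human placental ASM, 60 min at 37 °C following 10 min compound exposure at RT; stopped at pH 10, fluorescence Ex 386/Em 447 nm.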
MBNL1 CUG block – MBNL1-poly(CUG) RNA binding inhibition; Q9NR56; TR-FRET MBNL1-His/biotin-(CUG)12 binding, 665/545 ratio; Potency, µM (doses to about 57.5 µM), without a hit: at the highest dose activity change, negative = inhibition, most hits filed as inhibitors; actives 0.036% (n = 280,000); AID 2675; active = well fitted inhibition curve with a large enough effect in the signal ratio, with a control signal flat, not every such curve was filed as active; inconclusive = small, poorly fitted or top-dose-only effect, or effect the other way, or a change in a side signal; inactive = no such curve, though single readings can be large or run the other way; the % refers to the signal ratio; also: potency is read from the fitted curve at half-maximal effect; % is scaled to controls: 0 for no effect and ±100 for the full control effect
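His-tagged MBNL1 binding to biotinylated (CUG)12 RNA was measured by TR-FRET using terbium anti-His antibody (0.055 ng/ul final) and streptavidin-XL665 (5 nM final). Compounds were titrated 92 nM to 58 uM; 60 min at room temperature.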
hERG WT inh – blocks the wildtype human KCNH2 potassium channel | Q12809 | U2OS, BacMam KCNH2, thallium flux FluxOr; stronger effect = lower value | actives 0.37% (n = 340,000) | activity change, % at 1.84 µM;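 active = maximum activity change below -70%; inconclusive = maximum activity change between -70% and -50%; inactive = maximum activity change above -50%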; also: % is scaled to controls: 0 for no effect and ±100 for the full control effect
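U2OS cells were transduced with wild-type KCNH2 virus (2.03 x 10^8 / mL) for 4 h at room temperature, then cultured overnight at 37 C. Thallium flux was read with FluxOr dye. Rate constants were normalized to DMSO controls.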
TRPV1 agonist – human TRPV1 agonism | AID 540275 | activation, % at 8.33 µM | Q8NER1 | TRPV1-expressing cells, Fluo-8 calcium influx, agonist mode | actives 0.19% (n = 320,000); in the data active = activation above about 80%; inconclusive = between about 30% and that limit; also: 0% is about no effect
Target sequence (Q8NER1 whole entry, looked up): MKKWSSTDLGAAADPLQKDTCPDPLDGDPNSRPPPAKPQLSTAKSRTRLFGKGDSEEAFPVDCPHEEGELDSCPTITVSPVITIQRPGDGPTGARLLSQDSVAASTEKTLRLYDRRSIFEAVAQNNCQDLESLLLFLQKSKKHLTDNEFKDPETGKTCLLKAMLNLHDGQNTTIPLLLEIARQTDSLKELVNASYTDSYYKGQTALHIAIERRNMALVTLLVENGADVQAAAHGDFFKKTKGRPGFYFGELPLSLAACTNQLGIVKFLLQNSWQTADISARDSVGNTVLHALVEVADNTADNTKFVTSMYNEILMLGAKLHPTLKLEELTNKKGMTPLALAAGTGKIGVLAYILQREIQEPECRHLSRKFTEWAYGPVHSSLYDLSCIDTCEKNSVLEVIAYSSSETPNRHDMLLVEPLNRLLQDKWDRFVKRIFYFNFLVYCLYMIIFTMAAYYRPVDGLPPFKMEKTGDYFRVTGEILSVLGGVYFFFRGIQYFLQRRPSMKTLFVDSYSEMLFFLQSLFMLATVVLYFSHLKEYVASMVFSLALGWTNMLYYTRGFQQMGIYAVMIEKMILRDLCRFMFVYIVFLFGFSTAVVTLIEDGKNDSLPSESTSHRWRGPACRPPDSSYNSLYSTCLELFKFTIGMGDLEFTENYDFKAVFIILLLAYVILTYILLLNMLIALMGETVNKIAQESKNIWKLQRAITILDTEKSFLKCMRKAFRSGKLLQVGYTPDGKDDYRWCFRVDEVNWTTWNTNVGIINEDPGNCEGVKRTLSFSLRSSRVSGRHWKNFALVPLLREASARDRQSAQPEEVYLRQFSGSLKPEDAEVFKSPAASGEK
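Cells expressing TRPV1 were dye-loaded with Fluo-8 and read kinetically: 10 s baseline, 3 min after compound (agonist portion), then 2 min after EC20 capsaicin (allosteric enhancer portion). Calcium-bound dye fluorescence at 480/520 nm.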
FBPA coupling cs – counter-screen for Giardia aldolase inhibitors: coupling enzyme system | coupling enzyme system counterscreen, AmpLite Red fluorescence | activity change, negative = inhibition, % at 58.2 µM, hits read low | actives 0.67% (n = 290,000) | AID 2472; in the data active = activity change below about -30%; also: % is scaled to controls: 0 for no effect and ±100 for the full control effect
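Fluorescence at 525 nm excitation and 598 nm emission measured inhibition of the coupled detection system without aldolase. Compounds (at 57.5 uM final) were preincubated 10 min at room temperature with coupling enzyme reagent before a 20 min substrate/AmpLite Red step.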
* marks the source's active call; other numbers are inactive results; ? = inconclusive; / = not tested or not shown; & = joins results of further samples; [ ] = dose if it differs, or a comment. Unless noted, calls follow the shape of the dose curve; as a rule, active = well fitted curve in the direction sought with a large enough effect; inconclusive = small, poorly fitted or top-dose-only effect, or another doubt; inactive = no such curve, though single readings can be large; an effect the other way counts as inactive or inconclusive.

SMILES	Integrin act MD	AT treatment	CXXC DNA block	KCNH2 3.1 inh	GALK inhibitor	ASM inhibitor	MBNL1 CUG block	hERG WT inh	TRPV1 agonist	FBPA coupling cs
O=C(CSCc1ccc(F)cc1)NCc1ccc(F)cc1	9%	3%	6%	15	-2%	7%	-8%	-9	?	1
CC(NS(=O)(=O)c1ccc2[nH]c(=O)c(=O)[nH]c2c1)C(=O)O (stereo not drawn)	6%	3%	1%	11	11%	-4%	2%	0	0	-1
CN1CCN(S(=O)(=O)c2ccc(C3CCCCC3)cc2)CC1	3%	0%	/	6	/	/	/	1	7	/
Cc1oc(-c2cccc(C(F)(F)F)c2)nc1CN1CCC[C@H]1CO	18%	-2%[11.5 µM]	-20%	13	11%	4%	7%	1	14	-5
Cc1ccc(S(=O)(=O)N2CC(O)CC2C(=O)NCc2ccc3c(c2)OCO3)cc1 (stereo not drawn)	-15%	1%	0%	1	12%	0%	0%	3	2	0
Cc1cc(=O)[nH]c(SCC(=O)Nc2ncc(S(=O)(=O)c3ccc([N+](=O)[O-])cc3)s2)n1	-7%	2%	13%	-7	-6%	-4%	?	-4	-2	12
Cc1nnc(SCC(=O)N2CCN(S(=O)(=O)c3ccccc3)CC2)s1	-4%	-3%	4%	-5	10%	0%	-5%	28	-3	2
CCCc1cc(=O)[nH]c(/N=C(\N)Nc2ccccc2)n1	-4%	-2%	8%	-3	-2%	0%	-10%	7	-1	1
CC(C)c1ccc(C2C(C(=O)c3ccco3)=C(O)C(=O)N2CCN2CCOCC2)cc1 (stereo not drawn)	0%	1%	16%	1	-2%	-2%	19%	-7	-1	4
O=c1cccccc1NN=C1CCCCC1	14%	-9%	-12%	13	0%	1%	?	3	2	-7
Cc1ccc(C(C)C)c(OCC(=O)OCC(=O)NC2CC2)c1	-8%	6%	/	6	/	2%	/	1	/	/
CC(C)C[C@@H](CN)NC(=O)c1nc[nH]c1C(=O)N[C@@H](C)C(=O)CNC[C@H](C)NC(=O)c1nc[nH]c1C(=O)N[C@@H](CC(=O)O)C(=O)O	7%	/	/	3	/	10%	/	12	/	/
Cn1[nH]c(=O)c(Cl)c(Cl)c1=O	15%	-2%	-6%	0	-2%	3%	4%	15	-1	-1
Cc1ccc2c(c1)CC1(CN2C)C(=O)OC2(CCCCC2)OC1=O	-6%	10%	-4%	0	0%	-5%	-7%	-4	8	-14
Cc1ccccc1C(=O)Nc1ccc(O)c2c(=O)cc(-c3ccccc3Cl)oc12	7%	-14%	0%	?	1%	-2%	-4%	7	5	2&2
CC(C)Cc1nc2sc3c(=O)[nH]cnc3c2c2c1CCCC2	13%	1%	2%	7	0%	1%	-1%	-7	7	1
COC(=O)CCC/C=C1/SCC(NC(=O)c2ccccc2)C1NC(C)=O (stereo not drawn)	-2%	-5%	2%	1	6%	0%	1%	-1	1	2
Cc1ccc(C(=O)Nc2ccc(S(=O)(=O)N3CCCC3)cc2)cc1	39%	-7%	47%[activator]	7	-3%	0%	4%	-6	85*	-5
O=C(OCCc1cc2ccccc2c(=O)o1)c1ccc(F)cc1	28%	?	/	-3	/	4%	/	27	16	/
COC(=O)Cn1c2ccc(Cl)cc2c2nc(C)sc21	5%	-5%	-3%	-5	-1%	2%	/	-9	/	-5
Clc1ccc(C=NN2CCCCCC2)cc1Cl	21%	/	/	-5	/	-3%	/	10	/	/
CCOC(=O)c1sc2nc(N3CCOCC3)c3c(c2c1N)CCN(C)C3	/	1%	5%	/	-1%	/	22%	/	0	-3
COCCn1nnnc1C(c1ccc(OC)cc1OC)N1CCN(c2ccccc2F)CC1 (stereo not drawn)	13%	4%	15%	1	5%	1%	10%	2	1	2
OCCC1CN(Cc2cccn2-c2ncccn2)CCN1C1CCCC1 (stereo not drawn)	-1%	-1%	-10%	-5	0%	5%	-3%	17	1	0
Cc1ccnc(NC(=O)CNC(=O)c2sc3ccccc3c2Cl)c1	-1%	-7%	/	-1	/	0%	/	-4	1	/

Single records, from the list above. Screens in order: Integrin act MD, AT treatment, CXXC DNA block, KCNH2 3.1 inh, GALK inhibitor, ASM inhibitor, MBNL1 CUG block, hERG WT inh, TRPV1 agonist, FBPA coupling cs
Profile of Cc1ccc2c(c1)CC1(CN2C)C(=O)OC2(CCCCC2)OC1=O → -6%, 10%, -4%, 0, 0%, -5%, -7%, -4, 8, -14
Profile of Cc1ccc(S(=O)(=O)N2CC(O)CC2C(=O)NCc2ccc3c(c2)OCO3)cc1 (stereo not drawn) → -15%, 1%, 0%, 1, 12%, 0%, 0%, 3, 2, 0
Profile of Cc1ccc(C(C)C)c(OCC(=O)OCC(=O)NC2CC2)c1 → -8%, 6%, /, 6, /, 2%, /, 1, /, /
Profile of CC(C)c1ccc(C2C(C(=O)c3ccco3)=C(O)C(=O)N2CCN2CCOCC2)cc1 (stereo not drawn) → 0%, 1%, 16%, 1, -2%, -2%, 19%, -7, -1, 4

The main list resumes, starting 3 compounds before the break.
SMILES	Integrin act MD	AT treatment	CXXC DNA block	KCNH2 3.1 inh	GALK inhibitor	ASM inhibitor	MBNL1 CUG block	hERG WT inh	TRPV1 agonist	FBPA coupling cs
COCCn1nnnc1C(c1ccc(OC)cc1OC)N1CCN(c2ccccc2F)CC1 (stereo not drawn)	13%	4%	15%	1	5%	1%	10%	2	1	2
OCCC1CN(Cc2cccn2-c2ncccn2)CCN1C1CCCC1 (stereo not drawn)	-1%	-1%	-10%	-5	0%	5%	-3%	17	1	0
Cc1ccnc(NC(=O)CNC(=O)c2sc3ccccc3c2Cl)c1	-1%	-7%	/	-1	/	0%	/	-4	1	/
COc1cc(CCCN2CCNC[C@@H]2Cc2ccccc2)cc(OC)c1OC	13%	15%	/	-27	/	4%	/	1	-2	/
COc1ccc(C(CC(=O)O)NC(=O)c2cccs2)cc1 (stereo not drawn)	7%	0%	8%	10	-2%	2%	-7%	2	0	1
O=[N+]([O-])c1ccc(S(=O)(=O)Nc2ccc(-c3ccc(N4CCCC4)nn3)cc2)cc1	19%	-4%	/	-9	/	0%	/	-6	-2	/
Cc1noc(C)c1CSCC(=O)Nc1cc(Cl)ccc1N1CCOCC1	11%	-2%	-1%	5	-1%	0%	-5%	-9	3	1
CC(=NNC(=O)c1ccncc1)c1cccc(Cl)c1	-19%	/	/	7	/	0%	/	3	/	/
CCOC(=O)c1cn(Cc2cccc(C)c2)nn1	14%	1%	-1%	-2	0%	4%	4%	5	1	4
COC(=O)c1ccccc1NC(=O)CSc1nnc(Cc2ccc(Cl)cc2)o1	-5%	5%	-5%	5	-2%	-7%	1%	-1	11	-1
COC1CCN(C(=O)C2CCC(=O)N(CCc3cccc(F)c3)C2)CC1 (stereo not drawn)	14%	3%	-3%	2	0%	2%	0%	-2	1	/
O=c1ccc(=O)n2n1CC(O)C2	28%	-1%	10%	-15	6%	2%	-3%	-8	0	0
CC(=O)C1=C(C)N(c2ccccc2)C(=O)C1(NS(=O)(=O)c1ccc(N)cc1)C(F)(F)F (stereo not drawn)	-7%	2%	-28%	7	-1%	-1%	0%	0	-2	1
O=C(c1cc(F)c(F)cc1Cl)N1CCN(c2ccc([N+](=O)[O-])c3ncccc23)CC1	2%	8%	2%	-12	0%	1%	?	0	-3	3
CC1CC(C)CN(C(=O)C2CCC(CNc3c(N4CCCCC4)c(=O)c3=O)CC2)C1 (stereo not drawn)	9%	-1%	3%	9	4%	-1%	-9%	-2	-1	3
CC(C)c1cc(C(=O)N/N=C/c2c[nH]c3ccccc23)n[nH]1	-10%	-13%	-1%	-17	3%	-3%	14%	0	-3	0
CC(C)OCCCNC(=O)c1ccc(CS(=O)(=O)Cc2ccccc2F)o1	10%	-6%	1%	16	1%	-2%	-8%	7	-1	-1
CSc1nc(N)c(C#N)c(-c2ccc(Cl)cc2)c1C#N	?	6%	-16%	-14	-1%	-8%	?	-4	0	2
CCOc1ccccc1NC(=O)CSc1nc(=O)n(CCN2CCOCC2)c2c1CCCC2	6%	3%	/	16	/	0%	/	2	-2	/
COc1ccc(N2CCN(S(=O)(=O)CCNC(=O)COc3ccccc3)CC2)cc1	8%	0%	/	-6	/	1%	/	9	1	/
CC1CCCCN1S(=O)(=O)c1ccc(C(=O)N(CCCN(C)C)c2nc3ccc(Br)cc3s2)cc1 (stereo not drawn)	-70%[inhibitor]	15%	0%	-30	3%	-21%	-6%	4	2	2
CC(=O)c1ccc(NC(=O)CN2CCCC2)cc1	3%	5%	3%	6	4%	8%	12%	0	-3	1
